A-T KAP1 phos – qHTS Assay for Identifying a Potential Treatment of Ataxia-Telangiectasia; […] A-T fibroblasts, KAP-1 phosphorylation AlphaLISA; neocarzinostatin DNA damage 30 min before lysis; AID 485349, 2010; Potency, µM (titrated, usually from 57.5 µM), for the others: at the top dose activation, actives largely listed as activators; 320,000 compounds, 0.19% hits; also: potency is read from the fitted curve at half-maximal effect; % of control where 0% means no effect; nearly all actives have a fitted effect of over 45% in size
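ATM-like activity read as KAP-1 phosphorylation via AlphaLISA donor/acceptor antibody pairs after lysis and 6 hr at 25C. Cells were ATM-null patient fibroblasts ([…], hTERT), dosed 60 min, then exposed to the DSB inducer NCS for 30 min.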
TSHR antagonist – Antagonists of the Thyroid Stimulating Hormone Receptor: HTS campaign; TSHR-expressing cells, TSH-stimulated cAMP HTRF, 2 h; stronger effect = lower value; activity change, negative = inhibition, % at 11.5 µM; 330,000 compounds, 0.2% hits;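 active = activity change below a set negative limit, meaning inhibition stronger than a set level, cut at about -70% in these data; inconclusive = activity change between two set negative limits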; also: % is scaled to controls: 0 for no effect and ±100 for the full control effect
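TSHR-expressing cells were treated with compounds, then stimulated with TSH at EC80 (4nM final) for 2 hours at 37 deg C. Cellular cAMP was measured by HTRF competition between lysate cAMP and cAMP-d2 for a cryptate-labelled anti-cAMP antibody.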
TCR activator – Activators of T cell receptors: qHTS campaign | primary human leukocytes, anti-CD3, IL-2 HTRF, 48 h | AID 504894, 2011 | 330,000 tested, under 10 active | Potency, µM (series often up to 9.22 µM), for the others: at the top dose activation of IL-2 secretion, most hits filed as activators; also: % of control where 0% means no effect
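TCR engagement came from a-CD3 beads alone, with compounds added to primary human leukocytes for 48 hr. Secreted IL-2 bridged europium cryptate- and d2-labelled anti-IL-2 antibodies, giving FRET emission at 665nm after 320nm excitation.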
GALK inh – qHTS Assay for Inhibitors of Human Galactokinase (GALK); Purified GALK, Kinase-Glo residual ATP luminescence; Potency, µM (titrated, usually from 57.5 µM), without a hit: top-dose activity change, negative = inhibition, usual class: inhibitors; 270,000 compounds, 0.007% hits; also: potency is read from the fitted curve at half-maximal effect; % is scaled to controls: 0 for no effect and ±100 for the full control effect
Target sequence (P51570 whole entry, looked up): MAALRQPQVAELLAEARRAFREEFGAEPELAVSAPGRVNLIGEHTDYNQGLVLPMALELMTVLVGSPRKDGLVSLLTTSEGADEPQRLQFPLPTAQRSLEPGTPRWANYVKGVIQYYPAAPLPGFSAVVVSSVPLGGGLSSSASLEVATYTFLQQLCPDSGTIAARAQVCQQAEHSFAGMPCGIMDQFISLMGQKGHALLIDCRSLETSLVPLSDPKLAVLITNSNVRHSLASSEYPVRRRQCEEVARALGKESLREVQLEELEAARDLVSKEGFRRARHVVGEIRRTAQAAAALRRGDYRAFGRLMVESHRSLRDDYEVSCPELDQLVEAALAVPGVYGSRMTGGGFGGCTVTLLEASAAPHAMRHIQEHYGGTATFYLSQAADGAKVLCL
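Kinase-Glo Plus luminescence measured ATP left after a 1 h room-temperature reaction. The reaction used 5 nM GALK, 100 uM galactose and 35 uM ATP at pH 8.0 (20 mM HEPES, 5 mM MgCl2, 60 mM NaCl, 1 mM DTT, 0.01% BSA).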
Coupling enz – qHTS Assay for Inhibitors of Fructose-1,6-bisphosphate Aldolase from Giardia Lamblia: Coupling assay counterscreen | coupling enzyme system counterscreen, AmpLite Red fluorescence | activity change, negative = inhibition, % at 58.2 µM, hits read low | 290,000 compounds, 0.67% hits | AID 2472, 2010; in the data active = activity change below about -30%; also: % is scaled to controls: 0 for no effect and ±100 for the full control effect
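Compounds tested against the coupling enzymes alone at 57.5 uM final; readout was AmpLite Red fluorescence (525/598 nm) after 20 min at RT.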
BCR signal inh – qHTS Assay to Find Inhibitors of Chronic Active B-Cell Receptor Signaling. Potency, µM (series often up to 46.1 µM), inactives show at the top dose ratio change, negative = lower green/red ratio, hits mostly inhibitors. ABC-DLBCL IkBa-CBG/CBR reporter, luminescence ratio, 4 h. AID 493014, 2011. 340,000 compounds, 0.05% hits; active = well fitted inhibition curve with a large enough effect in the signal ratio, with a control signal flat, not every such curve was filed as active; inconclusive = small, poorly fitted or top-dose-only effect, or effect the other way, or a change in a side signal; the % refers to the signal ratio;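 also: potency is read from the fitted curve at half-maximal effect; plate controls were basal doxycycline-induced cells for no effect and cells given 10 µM MG132 for full effect; MG132 reads +100%, hits lower the ratio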
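Cell line TMD8 (human ABC DLBCL), stably expressing tet-inducible CBG68-IkBa fusion and CBR; IMDM/0.5% FBS; cpd up to 46 uM; dox induction, 4 h, 37C/5% CO2; dual luminescence; green/red ratio; MG132 control.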
CXXC DNA block – qHTS Fluorescence Polarization Assay for Inhibitors of MLL CXXC domain - DNA interaction; Histone-lysine N-methyltransferase 2A (Homo sapiens), Q03164; MLL-CXXC / FITC-HOXA9 DNA fluorescence polarization; Potency, µM (titrated, usually from 115 µM), for inactives: at the highest dose activity change, negative = inhibition, usual class: inhibitors; 290,000 compounds, 0.037% hits; active = well fitted inhibition curve with a large enough effect in the polarisation, with a control signal flat, not every such curve was filed as active; inconclusive = small, poorly fitted or top-dose-only effect, or effect the other way, or a change in a side signal; inactive = no such curve, though single readings can be large or run the other way; the % refers to the polarisation; also: potency is read from the fitted curve at half-maximal effect
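Fluorescence polarization: 7 uM MLL-CXXC (stock) preincubated 5 min with compounds, then 50 nM fluorescein-HOX-A9 DNA (stock) added; 30 min ambient. Buffer 50 mM Tris-HCl pH 7.5, 50 mM NaCl, 1 mM DTT, 0.05% BSA.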
Tb PFK block – qHTS Assay to Find Inhibitors of T. brucei phosphofructokinase; Potency, µM (doses to about 57.5 µM), inactives show at the top dose activity, negative = inhibition, usual class: inhibitors; ATP-dependent 6-phosphofructokinase (Trypanosoma brucei brucei), O15648; 330,000 compounds, 0.17% hits; T. brucei PFK, ADP-Glo luminescence; AID 485367, 2010;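 also: potency is read from the fitted curve at half-maximal effect; 0% = uninhibited 1x PFK enzyme wells and -100% = no-enzyme wells; nearly all actives have a fitted effect of over 60% in size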
Target sequence (O15648 whole entry, looked up): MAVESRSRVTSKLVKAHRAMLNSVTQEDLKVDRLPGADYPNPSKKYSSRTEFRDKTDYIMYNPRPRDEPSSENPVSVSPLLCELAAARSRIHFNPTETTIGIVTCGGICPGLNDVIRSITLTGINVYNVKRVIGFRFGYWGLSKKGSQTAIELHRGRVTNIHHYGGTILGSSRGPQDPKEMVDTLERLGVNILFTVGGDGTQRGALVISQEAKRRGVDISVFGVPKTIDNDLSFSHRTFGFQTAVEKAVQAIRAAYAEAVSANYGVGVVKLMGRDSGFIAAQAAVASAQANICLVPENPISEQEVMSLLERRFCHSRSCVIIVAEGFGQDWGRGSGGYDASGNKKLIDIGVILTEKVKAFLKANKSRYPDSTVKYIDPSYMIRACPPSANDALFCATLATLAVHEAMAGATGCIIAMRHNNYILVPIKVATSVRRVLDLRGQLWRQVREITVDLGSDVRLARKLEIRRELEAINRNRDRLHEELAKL
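Compounds were pin-transferred as a titration series up to 57 uM into substrate buffer (0.5 mM F6P, 0.1 mM ATP, pH 8.0), then 1.25 nM PFK was added and reactions ran 45 min before ADP-Glo detection.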
hERG WT inh – qHTS for Inhibitors of KCHN2 3.1: Wildtype qHTS | Voltage-gated inwardly rectifying potassium channel KCNH2 (Homo sapiens), Q12809 | activity change, % at 1.84 µM | AID 720551, 2013 | U2OS, BacMam KCNH2, thallium flux FluxOr; stronger effect = lower value | 340,000 compounds, 0.37% hits;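 active = maximum activity change below -70%; inconclusive = maximum activity change between -70% and -50%; inactive = maximum activity change above -50%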; also: % is scaled to controls: 0 for no effect and ±100 for the full control effect
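U2OS cells were transduced with wild-type KCNH2 virus (2.03 x 10^8 / mL) for 4 h at room temperature, then cultured overnight at 37 C. Thallium flux was read with FluxOr dye. Rate constants were normalized to DMSO controls.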
Giardia kill – Small Molecules that selectively kill Giardia lamblia: qHTS | Giardia lamblia trophozoite viability | activity change, % at 7.66 µM, hits read low | 340,000 compounds, 0.15% hits | AID 540267, 2011; in the data active = activity change below about -80%; inconclusive = between about -30% and that limit;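 also: parasites exposed to compound for two days anaerobically before the ATP read; % is scaled to controls: 0 for no effect and ±100 for the full control effect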
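Giardia trophozoites, 100 cells per well, were exposed to compounds for 48 hrs at 37 deg C under anaerobic conditions; viability was then read as ATP content by bioluminescence after 15-30 min at room temperature.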
Numbers without * were called inactive; ? = inconclusive; / = not tested or not shown; [ ] = dose if it differs, or a comment. Unless noted, calls follow the shape of the dose curve; as a rule, active = well fitted curve in the direction sought with a large enough effect; inconclusive = small, poorly fitted or top-dose-only effect, or another doubt; inactive = no such curve, though single readings can be large; an effect the other way counts as inactive or inconclusive.

SMILES	A-T KAP1 phos	TSHR antagonist	TCR activator	GALK inh	Coupling enz	BCR signal inh	CXXC DNA block	Tb PFK block	hERG WT inh	Giardia kill
COc1ccc(-c2cc(-c3ccccc3)nc(SCC(=O)Nc3ncc(C)s3)c2C#N)cc1	-4%	-11	-2%[46.1 µM]	/	-3	?	2%	-1%	12	21
COc1c(C)cc(C(=O)C2CCCN(C(=O)CCCn3cncn3)C2)cc1C (stereo not given)	-7%	0	-20%	4%	0	-2%	-1%	-3%	-7	18
CCOC(=O)c1c(NC(=S)Nc2ccc(OC)cc2)sc2c1CCCCC2	-2%	4	-7%[46.1 µM]	/	0	4%	-6%	-1%	2	-8
Cc1ccc(S(=O)(=O)Nc2cc3c4c(c2)CCN4C(=O)CC3)cc1	-3%	12	-68%	/	/	?	/	-3%	-4	-8
COc1ccc(N2CCN(C(=O)CNS(=O)(=O)c3ccc(C)cc3)CC2)cc1	0%	5	1%	0%	0	?	-7%	10%	5	-1
O/N=C1\CCCc2c1nc(-c1ccccc1F)n2O	5%	11	-3%	/	1	4%	-13%	-2%	0	2
Cc1cc(CN(C)Cc2c(C(=O)N3CCCCCCC3)nc3ccc(Cl)cn23)n[nH]1	0%	1	/	10%	3	?	3%	-3%	12	-7
Cc1ccc(-c2cc(C(=O)N3CCOCC3)no2)cc1	-10%	0	1%	13%	4	?	1%	0%	-11	?
N#Cc1c(NCCCO)nc(-c2ccco2)c2c1CCCC2	6%	3	4%	-2%	-16	22%	2%	-16%	0	-13
CCCn1nnnc1SCC(=O)NNC(=O)C1CCCCC1	-5%	19	/	-7%	2	?	7%	0%	/	/
Nc1nc(N2CCOCC2)n[nH]1	-2%	-4	-3%	-1%	0	6%	0%	0%	-9	20
Cc1ccc(CNC(=O)Cn2ncn3cccc3c2=O)cc1	-3%	3	-6%	/	2	3%	/	-2%	-1	-18
S=C(Nc1ccc2nsnc2c1)N1CCCC1	18%	39	-95%	3%	-25	?	-13%	-2%	1	5
Cc1cc(-c2ccccc2)c2c3c(c(-c4ccccc4)n2n1)c(=O)n(C)c(=O)n3C	-4%	23	-10%	2%	2	-8%	50µM*	-1%	6	-11
COc1cccc(-c2cccc(NC(=O)C3CCN(Cc4ccc(C)o4)CC3)c2)c1	-1%	-2	-1%	-2%	/	2%	-3%	-7%	26	9
CCCCOc1ccc(C(=O)Nc2ccncc2)cc1	-9%	-33	-3%	-2%	0	?	0%	0%	8	12
Cc1nc2ccccc2c(=O)n1/N=C/C=C/c1ccccc1	0%	-11	6%	1%	-1	-7%	-13%	3%	-3	1
CCCCN(C(=O)c1cc(CC)c(C)s1)c1c(N)n(CCC)c(=O)[nH]c1=O	11%	8	/	/	/	1%	/	17%	0	-11
COc1ccc(S(=O)(=O)NCC(c2ccc(F)cc2)N2CCN(C)CC2)cc1 (stereo not given)	7%	9	0%	/	/	-1%	/	16%	19	9
CN1CCN(C(=O)CCN2C(=O)/C(=C\c3ccccc3F)SC2=S)CC1	-5%	8	7%	0%	0	-6%	-7%	3%	-36	11
COc1cc2c(cc1OC)C(=O)NCC(C)(C)O2	1%	25	-2%[46.1 µM]	/	2	3%	16%	-1%	8	23
CCN(CC)S(=O)(=O)c1cccc(C(=O)N/N=C/c2ccccn2)c1	10%	-6	-1%	0%	-1	2%	?	5%	0	-2
O=C(Nc1cccc(Cl)c1)N(CCN1CCOCC1)Cc1ccccc1F	3%	-9	-6%	-2%	0	?	0%	-3%	2	2
COc1ccc(CSc2nc(C)cc(C)c2C#N)cc1	0%	-17	-1%	5%	-1	6%	-5%	1%	3	7
O=C1c2ccccc2NC(c2ccc(-c3ccccc3F)o2)N1O (stereo not given)	7%	8	-3%	/	/	?	/	8%	/	-11
(list continues)
SMILES	A-T KAP1 phos	TSHR antagonist	TCR activator	GALK inh	Coupling enz	BCR signal inh	CXXC DNA block	Tb PFK block	hERG WT inh	Giardia kill
COCCOC(=O)c1c(C)oc2cc(Br)c(OCC(N)=O)cc12	-1%	10	-2%[46.1 µM]	-2%	3	1%	-9%	-1%	-2	-1
O=C(Cc1ccccc1)NCC(=O)N1CCN(c2ccccc2F)CC1	10%	5	-6%	-2%	/	-3%	1%	-8%	-7	-5
Cn1c(=O)oc2cc(S(=O)(=O)N3CCCC(C(=O)NCC4COc5ccccc5O4)C3)ccc21 (stereo not given)	-3%	4	3%	1%	1	5%	-16%	-8%	-6	37[activator]
CC(=O)c1ccc(OC(=O)C2c3ccccc3Oc3ccccc32)cc1	-3%	9	0%	/	8	0%	2%	-1%	-5	-5
COc1ccccc1N1CC(C(=O)Nc2cc(C(F)(F)F)ccc2N2CCCC2)CC1=O (stereo not given)	10%	-15	10%	/	/	-6%	/	1%	6	10
CNC(=O)/C(C#N)=C/c1cccc(Oc2ccccc2)c1	?	-2	0%	1%	0	-2%	-15%	-3%	-7	-18
Cc1cc(C)n(-c2ccc(C(=O)Nc3ccccc3N3CCOCC3)cc2)n1	5%	6	/	0%	2	2%	-7%	3%	/	7
Cn1c(CCN2CCN(c3ccccn3)CC2)nc2cc(NS(=O)(=O)c3ccccc3)ccc21	5%	-9	5%	0%	5	-12%	-6%	-9%	-28	-18
Cc1ccc(OCCC(=O)Nc2ccc(S(=O)(=O)N3CCCC3)cc2)cc1	-13%	4	5%	/	/	-8%	/	2%	2	-8
O=C(CSc1nc(O)c(C2CCCCC2)c(=O)[nH]1)N1CCOCC1	-8%	15	0%	1%	-3	6%	-6%	-5%	-3	-3
CCn1c(=O)c([N+](=O)[O-])c(NCCN(C)C)c2ccccc21	-4%	-3	-2%	0%	0	?	7%	2%	-34	5
Cc1ccc(C(=O)NCCC(=O)N2CCC3(CC2)NCCc2[nH]cnc23)cc1	9%	-15	2%	-1%	/	0%	3%	3%	-2	-29
Cn1nc(C(=O)OCC(=O)c2ccc[nH]2)c2ccccc2c1=O	2%	-6	-3%	12%	-1	-1%	-5%	-1%	-6	-7
O=C(NCc1ccncc1)/C(=C/c1cccc([N+](=O)[O-])c1)NC(=O)c1ccccc1	7%	9	5%	-2%	0	?	1%	3%	-8	6
Cc1cc(C)n(-c2cc(O)c(-n3nc(C)cc3C)cc2O)n1	-2%	-12	12%	-2%	0	1%	-10%	6%	-6	29
O=C1CCC(C(=O)OCc2c(Cl)cccc2Cl)N1 (stereo not given)	-3%	8	-57%	8%	0	-1%	-1%	0%	-16	-1
CCOC(=O)c1c(C)[nH]c(C(=O)COC(=O)C2CC2)c1C	1%	0	-3%	/	/	7%	/	0%	1	-8
FC(F)(F)c1cccc(-c2ccc(/C=N/Nc3nncc(-c4ccccc4)n3)o2)c1	-1%	7	4%	1%	5	-1%	-7%	0%	-9	1
CCOc1ccc(-n2ccnc2SCC(=O)N2CCCc3ccccc32)cc1	12%	-1	-4%[46.1 µM]	1%	2	-1%	-15%	0%	5	-15
CCN(CC)CCC#CC(O)(c1ccccc1)c1ccccc1	3%	1	6%[46.1 µM]	-1%	1	3%	-1%	3%	21	-21
Clc1ccc(-n2nnc(-c3nccs3)n2)cc1Cl	-14%	-5	2%	0%	2	3%	10%	-29%	-11	-12
COc1ccc(OCc2nnc3n2N=C(c2ccccc2)C(CC(=O)O)S3)cc1 (stereo not given)	-6%	-5	2%	-3%	4	?	12%	?	0	1
COC(=O)C(c1cc(OC)c(O)c(OC)c1)(N1CCNC(C)C1)C(F)(F)F (stereo not given)	-3%	5	2%	0%	-10	?	-5%	-3%	-1	33[activator]
c1ccc2c(c1)OCC(CNCC1COc3ccccc3O1)O2 (stereo not given)	5%	2	5%	4%	-2	?	-3%	-2%	-13	-3
COc1ccccc1-n1cnnc1SCC(=O)Nc1ccccc1	11%	1	-2%	6%	2	?	-4%	0%	-1	11
Cc1cc([N+](=O)[O-])c(C)cc1-c1ccc(/C=N/n2cnnc2)o1	3%	-1	-6%	-2%	0	2%	32%[activator]	0%	-20	-1
O=C(NNc1cccc(Cl)n1)c1ccc(Cl)nc1	-6%	0	-5%[46.1 µM]	0%	-1	-1%	0%	0%	-6	-19

From PubChem BioAssay
